Compound activity (PubChem BioAssay)
TexasRed fluor – alters Texas Red total fluorescence, flagging assay interference; TRb/SRC2 Texas Red total fluorescence interference; Potency, µM (doses to about 106 µM), without a hit: at the top dose fluorescence change, negative = quenching; actives 0.29% (n = 280,000); AID 1479; active means well fitted curve in either direction with a large enough effect; inconclusive means small, poorly fitted or top-dose-only effect; further: on the % scale 0 is the no-effect control and ±100 the full control effect
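Human TRβ ligand-binding domain (0.6 uM) and Texas Red SRC2 peptide (20 nM) in Tris buffer with 1 uM T3 and 5% DMSO were incubated with pinned compound for 5 hr at ambient temperature. Total fluorescence was computed as S + 2P (555/632 nm).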
TRb SRC2 PPI – TRbeta-SRC2 interaction inhibition; actives 0.065% (n = 280,000); Potency, µM (series often up to 106 µM), for inactives: at the top dose activity change, negative = inhibition, hits mostly inhibitors; TRbeta-SRC2 peptide binding, fluorescence polarization; receptor liganded with 1 µM T3; AID 1469; P10828;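 further: plate controls were bound peptide for no effect and peptide without receptor for full effect; nearly all actives have a fitted effect of over 50% in size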
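Fluorescence polarization of 20 nM Texas Red SRC2 peptide (20-aa NR interaction domain) bound to 0.6 uM human TRb ligand-binding domain, with 1 uM T3, after 5 hr at ambient temperature; inhibition seen as decreased polarization.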
JMJD2E inh – inhibitors of human JMJD2E histone demethylase; actives 1.6% (n = 230,000); JMJD2E catalytic domain, FDH-coupled NADH fluorescence (FDH is formaldehyde dehydrogenase); Potency, µM (titrated, usually from 57.1 µM), for the others: at the highest dose activity change, negative = inhibition, hits mostly inhibitors; active means well fitted inhibition curve with a large enough effect, not every such curve was filed as active; inconclusive means small, poorly fitted or top-dose-only effect, or another doubt; inactive means no such curve, though single readings can be large or run the other way;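 further: 0% = wells with enzyme and -100% = buffer wells without enzyme; nearly all actives have a fitted effect of over 50% in size; many of its hits are not listed in these tables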
Target sequence (B2RXH2 1-337 limits assumed): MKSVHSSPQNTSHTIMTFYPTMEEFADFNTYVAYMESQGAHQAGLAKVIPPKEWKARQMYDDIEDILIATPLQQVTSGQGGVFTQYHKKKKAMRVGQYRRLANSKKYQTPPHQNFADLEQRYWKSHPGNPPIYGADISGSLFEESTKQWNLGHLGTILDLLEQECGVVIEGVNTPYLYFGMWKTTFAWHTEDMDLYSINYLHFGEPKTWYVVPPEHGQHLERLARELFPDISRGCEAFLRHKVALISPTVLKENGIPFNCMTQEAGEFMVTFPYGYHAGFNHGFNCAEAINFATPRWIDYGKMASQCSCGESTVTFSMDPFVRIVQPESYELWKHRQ
ALDH1A1 block – ALDH1A1 (human) enzyme inhibition; P00352; Purified ALDH1A1, NADH fluorescence, propionaldehyde substrate; Potency, µM (series often up to 75.3 µM), for the others: at the top dose activity, negative = inhibition, actives largely listed as inhibitors; actives 7.3% (n = 220,000); AID 1030; active means well fitted inhibition curve with a large enough effect, not every such curve was filed as active; inconclusive means small, poorly fitted or top-dose-only effect, or another doubt; inactive means no such curve, though single readings can be large or run the other way;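 further: plate controls were no enzyme wells and a reference inhibitor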
LMNA splice mod – modulators of lamin A splicing | Potency, µM (titrated, usually from 46.1 µM), for inactives: at the top dose ratio change, negative = inhibition, most hits filed as inhibitors | HeLa LMNA splicing GFP/RFP minigene ratio, 48 h | actives 0.01% (n = 200,000); active means well fitted inhibition curve with a large enough effect in the signal ratio, with a control signal flat, not every such curve was filed as active; inconclusive means small, poorly fitted or top-dose-only effect, or effect the other way, or a change in a side signal; the % refers to the signal ratio; further: on the % scale 0 is the no-effect control and ±100 the full control effect
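Read-out is the ratio of GFP to DsRed2 object intensity, acquired by 488 nm laser-scanning cytometry on HeLa lamin A-EGFP minigene reporter cells. Compound incubation 48 hrs at 37 °C in Opti-MEM with 2% FBS; DMSO 0.5% final.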
RECQ1 inh – RECQ1 (human) helicase inhibition | actives 0.54% (n = 240,000) | Potency, µM (top dose mostly 57.3 µM), for the others: top-dose activity, negative = inhibition, most hits filed as inhibitors | RECQ1 DNA unwinding, red fluorescence kinetic read | P46063;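 further: plate controls were vehicle for no effect and no enzyme for full effect; nearly all actives have a fitted effect of over 30% in size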
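50 nM RECQ1T1 preincubated 15 min with compound in Tris pH 8.0 buffer with MgCl2, DTT, Tween-20 and 2.5 ug/ml poly(dI-dC); started with 200 nM TAMRA/BHQ-2 forked duplex and 2 mM ATP. Unwinding read as fluorescence (525/598 nm), two reads 2 h apart.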
SMN2 splice enh – enhancers of SMN2 splice variant expression | Potency, µM (doses to about 46.1 µM), for inactives: at the top dose activity change, positive = activation, actives largely listed as activators | HEK293 SMN2-luciferase splicing reporter, luminescence, 30-36 h | actives 2.8% (n = 210,000); further: % of control where 0% means no effect; nearly all actives have a fitted effect of over 55% in size
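qHTS luciferase splicing reporter: luminescence rises when SMN2 exon 7 is included in transfected HEK293 cells. Compound exposure lasted 30-36 h at 37C, with 4.5 mM final sodium butyrate as control, followed by a ONE-Glo read.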
GoLoco inh red – blocks human Gai1 binding to RGS12 GoLoco peptide, red readout. P63096. Gai1:RGS12 GoLoco peptide FP, rhodamine, 10 min. Potency, µM (top dose mostly 61.6 µM), for the others: at the highest dose activity, negative = inhibition, actives largely listed as inhibitors. actives 0.44% (n = 230,000). AID 880; active means well fitted inhibition curve with a large enough effect, not every such curve was filed as active; inactive means no such curve, though single readings can be large or run the other way; further: on the % scale 0 is the no-effect control and ±100 the full control effect; nearly all actives have a fitted effect of over 30% in size; many of its hits are not listed in these tables
Target sequence (P63096 whole entry, looked up): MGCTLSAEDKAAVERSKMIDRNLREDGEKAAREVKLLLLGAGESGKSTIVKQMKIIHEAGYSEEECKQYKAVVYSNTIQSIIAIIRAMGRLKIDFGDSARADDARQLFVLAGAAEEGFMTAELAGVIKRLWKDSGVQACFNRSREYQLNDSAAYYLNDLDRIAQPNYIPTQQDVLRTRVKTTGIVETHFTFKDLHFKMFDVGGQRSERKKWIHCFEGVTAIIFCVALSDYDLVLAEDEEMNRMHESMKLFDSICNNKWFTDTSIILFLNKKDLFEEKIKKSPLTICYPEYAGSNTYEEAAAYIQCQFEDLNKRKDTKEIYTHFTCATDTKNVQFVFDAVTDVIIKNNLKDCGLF
Active calls of the source: *; & = joins results of further samples; [ ] = dose if it differs, or a comment. Unless noted, the call rests on the fitted dose curve; in most records, active means well fitted curve in the direction sought with a large enough effect; inconclusive means small, poorly fitted or top-dose-only effect, or another doubt; inactive means no such curve, though single readings can be large; an effect the other way counts as inactive or inconclusive. Potency means the concentration at half of the fitted maximal effect. An excerpt (hit frequency here may not be typical).

How did CCNCc1cc([N+](=O)[O-])ccc1OCC do in these assays?
TexasRed fluor: -1.7%; TRb SRC2 PPI: -1.7%; JMJD2E inh: 4.1%; ALDH1A1 block: -6.2%; LMNA splice mod: -8.8%[46 µM]; RECQ1 inh: inactive; SMN2 splice enh: 4.5%; GoLoco inh red: 5.6%

What do the screens show for `CCOC(=O)c1c(/N=C/c2ccc(C)cc2O)sc2c1CCC2`?
TexasRed fluor: -1.1%; TRb SRC2 PPI: 1.0%; JMJD2E inh: 0.9%; ALDH1A1 block: 8.9%; LMNA splice mod: -17.2%; RECQ1 inh: inactive; SMN2 splice enh: 13.2%; GoLoco inh red: -1.5%

What do the screens show for `Oc1ccccc1/C=N/Nc1cc(N2CCCC2)nc(N2CCCC2)n1`?
TexasRed fluor: -2.1%; TRb SRC2 PPI: inconclusive; JMJD2E inh: inconclusive; ALDH1A1 block: -6.5%; LMNA splice mod: inconclusive; RECQ1 inh: -4.1%; SMN2 splice enh: 3.0%[1.84 µM]; GoLoco inh red: 11.1%

What do the screens show for `Nc1nc(Cl)nc2c1ncn2[C@@H]1O[C@H](CO)[C@H](O)C1F` (stereo not given in full)?
TexasRed fluor: -0.1%; TRb SRC2 PPI: 3.2%; LMNA splice mod: inconclusive; GoLoco inh red: 4.4%

Results for C/C(CCN1CCCCc2nc(C)c(C)cc21)=N\O[C@@H](C)CN1CCCc2nc(C)c(C)cc21 ?
TexasRed fluor: 3.7%[11.2 µM]; TRb SRC2 PPI: -0.2%[11.2 µM]; ALDH1A1 block: 4.6%[13.5 µM]; RECQ1 inh: -4.6%[11.5 µM]

How did CCOC(=O)c1sc(NC(=O)c2cccc(S(=O)(=O)N3CCc4ccccc43)c2)c(C#N)c1C do in these assays?
TexasRed fluor: 6.2%; TRb SRC2 PPI: 17.4%; JMJD2E inh: -8.2%; RECQ1 inh: inactive; GoLoco inh red: 50.4%[activator]

How did CSC1=NSC2=NC(=O)/C(=C/c3coc4ccccc4c3=O)C(=N)N12 do in these assays?
TexasRed fluor: inconclusive; TRb SRC2 PPI: inconclusive; JMJD2E inh: inconclusive; ALDH1A1 block: inconclusive; LMNA splice mod: inconclusive; RECQ1 inh: -19.4%; SMN2 splice enh: 16.1%; GoLoco inh red: 15.8%

What do the screens show for `O=C(NC(=S)Nc1cc(Cl)ccc1O)c1cccc(Br)c1`?
TexasRed fluor: -5.7%; TRb SRC2 PPI: 0.1%; JMJD2E inh: 2.7%; ALDH1A1 block: 9.46µM*; RECQ1 inh: -5.1%; GoLoco inh red: 18.4%

What do the screens show for `CC(C)OP(=O)(OC(C)C)C(C)NC(=O)Cc1ccccc1` (stereo not given)?
TexasRed fluor: -0.3%; TRb SRC2 PPI: 7.7%; JMJD2E inh: -4.5%; ALDH1A1 block: 8.5%; LMNA splice mod: 10.4%[46 µM]; RECQ1 inh: inactive; SMN2 splice enh: 3.7%; GoLoco inh red: 7.0%

How did COc1ccc(NC(C)=O)cc1S(=O)(=O)Nc1ccccc1C(=O)N1CCCC1 do in these assays?
TexasRed fluor: -7.2%; TRb SRC2 PPI: -7.5%; JMJD2E inh: -2.2%; ALDH1A1 block: 10.8%; LMNA splice mod: inconclusive; RECQ1 inh: inactive; SMN2 splice enh: 12.1%; GoLoco inh red: 7.4%

How did CCn1c(C)nc2cc(C(=O)NNC(=S)Nc3ccccc3Cl)ccc21 do in these assays?
TexasRed fluor: -1.1%; TRb SRC2 PPI: 1.3%; JMJD2E inh: -14.8%; ALDH1A1 block: 31.6µM*; LMNA splice mod: -6.2%; RECQ1 inh: -3.6%; SMN2 splice enh: inconclusive; GoLoco inh red: 21.0%

What do the screens show for `COc1ccc(-c2ccc(=N)n(CCCC(=O)O)n2)cc1`?
TexasRed fluor: -0.7%&-3.2%; TRb SRC2 PPI: -6.6%&13.0%; JMJD2E inh: -18.6%; ALDH1A1 block: -2.1%&-6.6%; RECQ1 inh: 10.0%; SMN2 splice enh: -0.2%; GoLoco inh red: 2.7%&1.1%

What do the screens show for `O=C(c1cc2ccccc2cc1OCC(O)CN1CCCCC1)N1CCCCC1` (stereo not given)?
TexasRed fluor: -4.6%; TRb SRC2 PPI: 2.7%; JMJD2E inh: -3.7%; ALDH1A1 block: inconclusive; LMNA splice mod: 2.7%; RECQ1 inh: -3.2%; SMN2 splice enh: -22.0%; GoLoco inh red: 3.1%

How did O=C(Nc1nccs1)C1CCN(S(=O)(=O)c2cccnc2)CC1 do in these assays?
TexasRed fluor: -3.3%; TRb SRC2 PPI: -3.0%; JMJD2E inh: -2.8%; ALDH1A1 block: 7.1%; LMNA splice mod: 4.5%; RECQ1 inh: -1.1%; SMN2 splice enh: 6.5%; GoLoco inh red: 9.0%

Results for COC(=O)/C(=C\Nc1ccc(Cl)cc1Cl)NC(=O)c1ccc(Cl)cc1Cl ?
TexasRed fluor: 1.7%; TRb SRC2 PPI: -6.3%; JMJD2E inh: -2.8%; ALDH1A1 block: 10.5%; LMNA splice mod: 3.1%; RECQ1 inh: inactive; SMN2 splice enh: -22.5%; GoLoco inh red: -6.4%

Results for CCCc1cc(=O)[nH]c(SCC(=O)NC2CCCCC2)n1 ?
TexasRed fluor: -2.0%; TRb SRC2 PPI: 0.7%; JMJD2E inh: -0.6%; ALDH1A1 block: -5.5%; LMNA splice mod: 3.4%; RECQ1 inh: -6.4%; SMN2 splice enh: -8.1%; GoLoco inh red: -9.0%

What do the screens show for `CC(=O)NCCNS(=O)(=O)c1ccc(C)c([N+](=O)[O-])c1`?
TexasRed fluor: -5.7%; TRb SRC2 PPI: 1.5%; JMJD2E inh: -5.5%; ALDH1A1 block: -1.2%; RECQ1 inh: 0.9%; GoLoco inh red: 0.6%

How did Clc1ccc(OCc2nc3ccccc3[nH]2)cc1 do in these assays?
TexasRed fluor: -0.1%; TRb SRC2 PPI: -9.6%; JMJD2E inh: -1.1%; ALDH1A1 block: 7.7%; LMNA splice mod: -8.5%[46 µM]; RECQ1 inh: -1.0%; SMN2 splice enh: 11.2µM*; GoLoco inh red: 2.7%

How did Cc1cc(C(=O)Nc2ccon2)c(C)o1 do in these assays?
TexasRed fluor: -3.9%; TRb SRC2 PPI: 2.2%; JMJD2E inh: -6.6%; ALDH1A1 block: 8.4%; LMNA splice mod: -3.5%[46 µM]; RECQ1 inh: inactive; SMN2 splice enh: 17.4%; GoLoco inh red: 3.9%

How did CCOC(=O)CC(N)c1cccc([N+](=O)[O-])c1 (stereo not given) do in these assays?
TexasRed fluor: -3.7%; TRb SRC2 PPI: 5.3%; JMJD2E inh: 2.5%; ALDH1A1 block: -10.3%; RECQ1 inh: -3.1%; SMN2 splice enh: 0.1%; GoLoco inh red: 6.5%

How did Brc1c(OCCOCCn2cncn2)ccc2ccccc12 do in these assays?
TexasRed fluor: -8.0%; TRb SRC2 PPI: -0.9%; JMJD2E inh: -10.0%; ALDH1A1 block: 1.6%; LMNA splice mod: 13.3%; RECQ1 inh: -5.1%; SMN2 splice enh: 17.0%; GoLoco inh red: 2.0%

What do the screens show for `CCOC(=O)C1CCCN(C(=S)Nc2ccc(F)cc2)C1` (stereo not given)?
TexasRed fluor: -5.9%; TRb SRC2 PPI: 2.6%; JMJD2E inh: 0.0%; ALDH1A1 block: 1.7%; LMNA splice mod: -11.4%[46 µM]; RECQ1 inh: -6.2%; SMN2 splice enh: -9.0%; GoLoco inh red: 9.9%

Results for COc1cc(NC(=O)Cn2c(-c3cncs3)nc3ccccc32)cc(OC)c1OC ?
TexasRed fluor: -2.7%; TRb SRC2 PPI: -17.0%; JMJD2E inh: -4.3%; ALDH1A1 block: inconclusive; LMNA splice mod: -5.4%; RECQ1 inh: 5.1%; SMN2 splice enh: 29.7%; GoLoco inh red: 9.9%

Results for COc1cc(/C=N\n2nnnc2N)ccc1OCc1ccc(F)cc1 ?
TexasRed fluor: 2.4%; TRb SRC2 PPI: 11.7%; JMJD2E inh: inconclusive; ALDH1A1 block: inconclusive; LMNA splice mod: inconclusive; RECQ1 inh: -10.4%; SMN2 splice enh: 6.6%; GoLoco inh red: -8.2%

Results for O=C(O)CCn1cc(/C=C2/NC(=S)N(c3ccccc3)C2=O)c(-c2ccccc2)n1 ?
TexasRed fluor: -8.4%; TRb SRC2 PPI: -0.6%; JMJD2E inh: -4.3%; ALDH1A1 block: inconclusive; LMNA splice mod: -4.3%; RECQ1 inh: -1.3%; SMN2 splice enh: -19.8%; GoLoco inh red: 7.0%

How did Cc1ccc(OCC(=O)N(Cc2ccc(N(C)C)cc2)C2CCS(=O)(=O)C2)cc1 (stereo not given) do in these assays?
TexasRed fluor: -2.7%; TRb SRC2 PPI: 3.0%; JMJD2E inh: -1.6%; ALDH1A1 block: 17.8µM*; LMNA splice mod: 8.5%; RECQ1 inh: 11.2%; SMN2 splice enh: 4.0%; GoLoco inh red: -8.2%

Results for CCn1c(Sc2ccc([N+](=O)[O-])cn2)nnc1-c1ccco1 ?
TexasRed fluor: -2.8%[53 µM]; TRb SRC2 PPI: 9.6%[53 µM]; JMJD2E inh: -15.9%; ALDH1A1 block: 3.6%; LMNA splice mod: inconclusive; RECQ1 inh: 1.8%; GoLoco inh red: -0.5%

How did COCCn1c(N)c(N(Cc2ccccc2)C(=O)Cc2ccccc2F)c(=O)[nH]c1=O do in these assays?
TexasRed fluor: -4.4%; TRb SRC2 PPI: 4.9%; JMJD2E inh: -20.6%; ALDH1A1 block: 6.0%; LMNA splice mod: inconclusive; RECQ1 inh: -2.7%; SMN2 splice enh: 8.7%; GoLoco inh red: -6.2%

Results for OC[C@H]1O[C@@H](n2cnc3c(N[C@H]4CC5CCC4C5)ncnc32)[C@H](O)[C@@H]1O (stereo not given in full) ?
TexasRed fluor: 3.5%; TRb SRC2 PPI: 5.7%; JMJD2E inh: 5.7%; ALDH1A1 block: 6.9%; LMNA splice mod: inconclusive; RECQ1 inh: -12.7%; SMN2 splice enh: -26.6%; GoLoco inh red: 17.3%

Results for Cc1ccc(NC(=S)NN2CCN(C)CC2)c(C)c1 ?
TexasRed fluor: -0.9%; TRb SRC2 PPI: -1.5%; JMJD2E inh: 5.5%; ALDH1A1 block: 0.0%; LMNA splice mod: 2.6%; RECQ1 inh: -11.5%; SMN2 splice enh: -27.2%; GoLoco inh red: -14.5%
